Source: PubChem BioAssay
proCasp7 act: activates human procaspase-7, counter-screen for procaspase-3 activators; recombinant procaspase-7, Ac-DEVD-pNA absorbance 405 nm; D23A/D198A/D206A triple mutant, cannot self-cleave; scale: DMSO 0, 5 µM enzyme 100; activation, % at 8.5 µM; 330,000 compounds, 0.093% hits; P55210;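 active means percent activation above the screen-wide mean plus 3 SD, cut at about 25% in these data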
Target sequence (P55210 whole entry D23A/D198A/D206A): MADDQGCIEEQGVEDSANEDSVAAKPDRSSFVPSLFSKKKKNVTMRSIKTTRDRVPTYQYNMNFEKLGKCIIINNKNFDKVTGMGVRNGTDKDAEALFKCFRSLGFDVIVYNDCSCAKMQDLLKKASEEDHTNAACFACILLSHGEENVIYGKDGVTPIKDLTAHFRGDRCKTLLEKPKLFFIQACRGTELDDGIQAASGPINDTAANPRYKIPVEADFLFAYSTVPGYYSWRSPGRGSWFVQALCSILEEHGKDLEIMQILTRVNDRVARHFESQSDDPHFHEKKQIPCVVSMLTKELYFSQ
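Assay system: Uncleavable procaspase-7 mutant enzyme | Input: 2 µM procaspase-7 mutant as dispensed | Timing: 1 h compound preincubation, 2 h substrate cleavage, 25 °C | Repeats: One well per compound | Control set: DMSO wells as 0%, DMSO with 5 µM added PC-7 as 100% | Technique: Epi-absorbance of released pNA at 405 nm, two timepoints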
PP5 inh: blocks human protein phosphatase 5 activity; P53041; purified PP5c, OMFP substrate fluorescence; inhibition, % at 6.7 µM; 320,000 compounds, 0.18% hits;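 active means inhibition above the campaign's mean inhibition across all tested compounds plus 3 SD, cut at about 9.5% in these data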;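 further: 0% = DMSO only and 100% = 100 µM cantharidin control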
PAFAH2 FP inh: inhibitors of human PAFAH2 | recombinant PAFAH2, FP-rhodamine activity probe, fluorescence polarization | inhibition, % at 3.39 µM | 340,000 compounds, 0.99% hits | AID 492956;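 active means inhibition above the mean over all tested compounds plus 3 SD, cut at about 30% in these data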;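 further: inhibitors block probe labeling of enzyme so polarization drops; 0% = enzyme with DMSO and 100% = wells lacking PAFAH2 protein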
PP1 inh: blocks human PP1-alpha phosphatase, a PP5 counter-screen; purified PP1alpha, OMFP fluorescence; 320,000 compounds, 0.9% hits; inhibition, % at 6.7 µM; AID 2235; P62136;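 active means inhibition above the mean inhibition of all tested compounds plus 3 SD, computed separately for each screening campaign, cut at about 15% in these data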
Target sequence (P62136 whole entry, looked up): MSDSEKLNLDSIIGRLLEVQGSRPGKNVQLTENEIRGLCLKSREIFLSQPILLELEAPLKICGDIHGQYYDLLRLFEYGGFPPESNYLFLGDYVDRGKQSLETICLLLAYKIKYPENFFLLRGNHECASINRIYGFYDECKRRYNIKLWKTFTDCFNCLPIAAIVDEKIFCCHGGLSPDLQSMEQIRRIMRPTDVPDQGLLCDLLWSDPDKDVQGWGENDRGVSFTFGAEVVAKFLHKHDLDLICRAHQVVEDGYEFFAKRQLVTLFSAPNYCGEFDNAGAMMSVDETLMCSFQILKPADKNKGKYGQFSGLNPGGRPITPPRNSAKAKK
CTSL1 counter: counter-screen for PFM18AAP inhibitors: inhibitors of F. hepatica cathepsin L1; recombinant F. hepatica cathepsin L1, Z-Leu-Arg-MCA fluorescence; inhibition, % at 5.96 µM; 300,000 compounds, 0.49% hits; AID 1906;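 active means inhibition above the mean of all tested compounds plus 3 SD, set per screening campaign, cut at about 17% in these data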;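 further: 0% = plate median of test compound wells and 100% = 1 µM Z-Phe-Ala-diazomethylketone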
HCV core dimer: HCV core protein dimerization inhibition | AID 1899 | inhibition, % at 5 µM | TR-FRET GST/Flag-core106 dimerization, 1536-well | 300,000 compounds, 0.33% hits;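 active means inhibition above the mean of all tested compounds plus 3 SD, set per screening campaign, cut at about 45% in these data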
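System: GST-tagged and Flag-tagged HCV core protein residues 1-106 / Input: core106 proteins, GST 13.5 nM and Flag 17 nM / Buffer or medium: KF-containing HEPES buffer, pH 7.45, DTT, CHAPS, BSA / Probe or stimulus: Eu-anti-GST and XL665-anti-Flag labelled anti-tag antibodies / Schedule: 4 h, 22.5 °C incubation / Technique: TR-FRET 671 and 617 nm emission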
TPT1 inh: C. albicans TPT1 enzyme inhibition | inhibition, % at 5 µM | AID 1962 | recombinant caTPT1, FP RNA substrate dephosphorylation | 300,000 compounds, 0.81% hits;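 active means inhibition above the mean of all tested compounds plus 3 SD, set per screening campaign, cut at about 24% in these data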;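 further: plate controls were DMSO alone for no effect and ferristatin control at 100 nM for full effect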
AHR activator: activates the human aryl hydrocarbon receptor; P35869; AHR-responsive luciferase reporter cells, luminescence; activation, % at 5 µM; 320,000 compounds, 2.5% hits; in the data active means activation above about 47%;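 further: 0% = vehicle wells and 100% = reference agonist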
proCasp3 act: procaspase-3 (human) activation | P42574 | recombinant procaspase-3 D3A, Ac-DEVD-pNA absorbance 405 nm | activation, % at 8.5 µM | 330,000 compounds, 0.11% hits | AID 463141;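 active means activation above the mean of all tested compounds plus 3 SD, cut at about 21% in these data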;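 further: 0% = DMSO alone and 100% = DMSO wells spiked with extra 5 µM PC-3 D3A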
Target sequence (P42574 whole entry D9A/D28A/D175A): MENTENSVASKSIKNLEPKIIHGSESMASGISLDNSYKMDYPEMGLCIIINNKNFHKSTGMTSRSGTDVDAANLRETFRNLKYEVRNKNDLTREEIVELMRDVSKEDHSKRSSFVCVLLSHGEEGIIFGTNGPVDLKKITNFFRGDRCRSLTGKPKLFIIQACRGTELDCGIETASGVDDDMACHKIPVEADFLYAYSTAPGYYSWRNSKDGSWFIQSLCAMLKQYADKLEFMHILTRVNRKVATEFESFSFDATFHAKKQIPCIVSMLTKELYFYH
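Assay system: Procaspase-3 D3A mutant, all three cleavage aspartates alanine. Buffer or medium: Zinc-free HEPES saline buffer with Triton X-100. Times: 1 h compound preincubation, 2 h substrate hydrolysis at 25 °C. Measured by: 405 nm absorbance of p-nitroaniline, reads at 0 and 120 min. Read-out basis: percent activation relative to control range. Replicates: singlicate.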
* = called active by the depositor; · = not tested or not shown.

Below each SMILES: PP5 inh	HCV core dimer	proCasp3 act	CTSL1 counter	AHR activator	proCasp7 act	PP1 inh	TPT1 inh	PAFAH2 FP inh
1) Cc1ccc(CNC(=O)CCC(=O)N2CC(C)Oc3ccccc32)cc1 (stereo unspecified)
 : 3.2	1	-6	-3	2	3	6	3	-2
2) CCCC(c1nnnn1C1CCCCC1)N1CCN(C(=O)c2ccco2)CC1 (stereo unspecified)
 : 2.6	-3	-4	-1	-2	0	0	7	-4
3) O=C(Sc1ccc(Cl)cc1)c1ccccn1
 : 1.2	0	0	-2	0	2	1	2	7
4) CC(=O)N(c1ccccc1)C1CCCC1
 : -1.8	0	3	-1	-1	-3	-1	3	-1
5) Cc1cc2c(c(=O)n1CCc1ccccc1)C(C(C)C)C(C#N)=C(N)O2 (stereo unspecified)
 : -0.5	-3	3	4	11	-1	-3	3	-4
6) CCOC(=O)N1CCC(Nc2ncnc3c2cnn3-c2ccc(C)cc2C)CC1
 : 0.8	-5	10	0	-2	0	1	-1	3
7) O=C(O)C1=C[C@H](c2cccs2)C[C@H](OCc2ccc(CO)cc2)O1
 : 0.7	-11	-8	-1	5	-12	0	-2	-9
8) COc1ccc(C(=O)N2CCN=C2SCc2cccnc2)c(OC)c1
 : 0.8	4	7	1	4	7	-7	1	6
9) COc1cccc(NC(=O)CN(C)CC(=O)Nc2ccc(C)cc2Cl)c1
 : 0.7	-16	3	1	0	-2	2	-1	-5
10) CC(C)CC(NC(=O)C1CCC(C)CC1)C(=O)Nc1ccccc1F (stereo unspecified)
 : 1.8	-5	2	2	0	3	2	-1	1
11) CC(NC(=O)C1CCN(S(=O)(=O)c2cccc3nonc23)CC1)c1ccccc1 (stereo unspecified)
 : 1.9	0	-2	0	1	-2	2	2	15
12) O=C(Cc1ccccc1[N+](=O)[O-])NC1CCN(Cc2ccccc2)CC1
 : -0.3	7	5	1	14	17	-2	-1	1
13) COc1ccc(CCN=C(N)NS(=O)(=O)c2cccs2)cc1
 : 1.4	0	-6	-1	0	0	2	-2	2
14) CCCCN(C)CCCNC(=O)CN1N=C(c2ccc(Cl)cc2)CCC1=O
 : 2.7	2	-2	-1	0	-4	-3	-1	-10
15) COc1ccc(C(=O)O/N=C(\C)c2nccs2)cc1
 : -1.5	1	7	2	0	3	0	4	67*
16) Cc1ccc(C(=O)NCc2cccnc2)o1
 : 1.8	1	2	0	1	1	-3	2	-1
17) COc1ccc(NC(=O)CSc2cccc3cccnc23)c(OC)c1
 : 1.2	-1	0	-9	-2	-3	-1	-3	12
18) Brc1ccc(-c2nnc3c4ccccc4nc(N4CCOCC4)n23)cc1
 : -0.1	1	-3	-1	18	11	-3	2	-5
19) CCC(=O)N(CCC1(C(C)C)CCOC(C)(C)C1)C(C)c1cccs1 (stereo unspecified)
 : 2.3	4	4	-2	-2	1	-7	-1	-2
20) Nc1nc(Nc2ccccc2)nc(NCc2ccccc2)c1[N+](=O)[O-]
 : 7.0	14	-3	1	19	8	0	2	-6
21) COc1ccc(S(=O)(=O)N2CCOC23CCN(S(=O)(=O)c2ccc([N+](=O)[O-])cc2)CC3)cc1
 : 0.4	7	-8	-3	1	3	5	0	4
22) COc1ccccc1CNC(=O)C(=O)NCC1OCCCN1S(=O)(=O)c1cccs1 (stereo unspecified)
 : -2.1	25	2	3	-1	-4	5	1	5
23) O=C(OCC(=O)N1CCOCC1)c1ccc(O)cc1
 : 0.7	-6	5	-2	-1	2	-2	-2	9
24) Cc1oc(-c2ccccc2F)nc1CS(=O)(=O)CC(=O)N1CCOCC1
 : 0.1	1	-2	1	0	0	-3	4	-3
25) COc1ccc(CNC(=O)Nc2cccc(C(F)(F)F)c2)cc1OC
 : 0.8	2	-8	3	12	7	0	0	5
26) O=C(/C=C/c1ccccc1Cl)Nc1cccnc1
 : 0.1	1	13	-1	52*	21	0	1	5
27) CC(C)CNC(=O)NC(=O)COc1c(F)c(F)cc(F)c1F
 : -0.9	5	-5	0	-2	3	0	-7	8
28) CCOc1ccc(/C=C2\NC(=S)NC2=O)cc1
 : 0.7	-13	-6	7	7	-2	-8	2	4
29) Cc1c(C=O)c2cc(OCc3ccccc3)ccc2n1C
 : 1.9	5	-4	2	-1	2	-2	1	16
30) COc1ccc(OC)c(NC(=O)CCOc2cccc(C)c2)c1
 : 1.5	9	1	6	2	6	1	-5	11
31) CCN(CC)CCn1c2c(c(SCC(=O)Nc3nccs3)nc1=O)CCCC2
 : -1.5	-4	0	5	1	-5	0	-4	8
32) CCOC(=O)C1(Cc2ccc(OC)cc2)CCN(C(=O)c2cc(C)on2)CC1
 : -5.4	-5	-8	0	5	5	2	0	0
33) COc1cc(OC)cc(C(=O)NNC(=O)CCC2CCCC2)c1
 : ·	·	8	·	3	-5	·	·	11
34) O=C(NC(=S)Nc1cccnc1)c1cccc(Br)c1
 : -1.4	-18	11	4	15	-3	9	-3	2
35) COc1cc(NC(=O)C2CCCO2)c(OC)cc1NC(=O)c1ccccc1 (stereo unspecified)
 : 2.2	6	5	-1	78*	7	-2	1	-1
36) CC(C)(C)NC(=S)NNC(=O)c1ccncc1
 : 2.9	-3	2	-1	8	-6	-5	3	-6
37) COc1ccc(/C=N/n2c(-c3ccco3)nc3ccccc3c2=O)cc1
 : 1.5	6	7	-1	6	10	-2	-1	-1
38) CN(C(=S)Nc1ccc(SC(F)F)cc1)C(c1ccccc1)c1ccccc1
 : 2.0	17	5	4	4	-9	5	-4	-8
39) Cc1cc(C)c(C#N)c(SC2CCCCC2=O)n1 (stereo unspecified)
 : 2.6	8	-3	-4	9	-15	5	-4	17
40) CCOC(=O)C1CCCN(Cc2ccc(OCc3ccccc3)c(OC)c2)C1 (stereo unspecified)
 : 4.2	-7	3	2	2	0	3	1	-4
41) O=C(Cc1sc(-c2ccccc2)nc1-c1ccccc1)Nc1ccc(Cl)cc1
 : 0.4	2	-8	2	2	3	-4	-2	-8
42) O=C(Cc1ncc(C(F)(F)F)cc1Cl)NCCc1ccccc1
 : 0.4	8	-3	7	1	10	6	0	-4
43) Nc1nc(CSc2nc3ccccc3[nH]2)nc(N2CCOCC2)n1
 : -0.1	-2	9	6	2	9	1	-2	-36
44) Cc1ccc(N(C(=O)c2ccccn2)C(C(=O)NC2CCCCC2)c2ccncc2)cc1 (stereo unspecified)
 : 1.8	9	-1	0	1	-8	-2	2	-5
45) CCOC(=O)c1cc(C#N)c(SC(C)C(=O)NC2CCCCC2)nc1C (stereo unspecified)
 : -1.4	·	2	·	-1	-2	-2	·	2
46) CCOC(=O)/C=C/c1ccc2c(c1)S(=O)(=O)N(Cc1ccc(OC)cc1)[C@H]2CC(=O)OCC
 : 4.2	13	-4	1	6	-1	0	-3	-6
47) O=[N+]([O-])c1ccc(NNC(=S)Nc2ccccc2)cc1
 : 4.0	8	-24	-1	26	-24	5	4	-4
48) O=C(c1ccc(Cl)cc1)c1c[nH]cc1-c1ccccc1
 : 1.3	3	1	2	4	-1	0	2	6
49) CC1CCCCN1CCNC(=O)C1CCCN(S(=O)(=O)c2cccc3nsnc23)C1 (stereo unspecified)
 : 2.2	-5	1	10	12	5	-3	1	4
50) CCOC(=O)c1c(C)[nH]c2ccc(O)cc12
 : -0.8	3	3	2	65*	6	-3	3	-5
51) CC(C)(C)C(=O)N1CCc2cc(-c3csc(N)n3)ccc21
 : -0.5	-2	-7	3	-6	11	-1	-4	6
52) O=C(O)CSc1ncccc1C(=O)O
 : 2.5	-8	-4	-1	-1	3	0	1	10
53) COc1cccc(NC(=O)CSc2nnc(CN3CCOCC3)n2C)c1
 : -1.3	-5	4	-2	9	8	-2	2	1
54) O=C(NCCCc1ccc(F)cc1)C1CCC(=O)N(CCN2CCOCC2)C1 (stereo unspecified)
 : -1.6	11	8	-4	0	3	-4	-1	3
55) Clc1ccc(Cl)c(-c2nn3c(COc4ccccc4)nnc3s2)c1
 : -0.6	13	-11	-2	8	-12	-3	4	8
56) COc1ccc(/C=N/NC(=S)Nc2ccccc2[N+](=O)[O-])cc1O
 : 3.8	-4	-5	6	20	-7	3	0	2
57) CC(C)(C)OC(=O)CNC(=O)c1nc[nH]c1C(=O)N1CCN(C(=O)OC(C)(C)C)CC1
 : -0.1	4	8	1	-5	-3	-4	-4	2
58) N#CCC(=O)N/N=C/c1cn(Cc2ccccc2C#N)c2ccccc12
 : 1.6	1	-4	-1	-1	13	0	2	3
59) Cc1ccc(S(=O)(=O)NCc2ccccc2)cc1C(=O)N1CCCCC1
 : 2.1	5	-4	-2	-2	-5	-4	2	6
60) Cc1cc(=O)oc2cc(N3C(=O)CC(Cc4ccccc4)C3=O)ccc12 (stereo unspecified)
 : 1.4	-1	6	1	2	11	-1	5	16

Continuation.
Below each SMILES: PP5 inh	HCV core dimer	proCasp3 act	CTSL1 counter	AHR activator	proCasp7 act	PP1 inh	TPT1 inh	PAFAH2 FP inh
61) O=c1c2ccccc2[nH]c(=S)n1CCN1CCc2ccccc2C1
 : -1.1	5	-2	-7	35	-5	0	-4	-2
62) C1CCc2c(nc3nnnn3c2NC2CCCC2)C1
 : 0.7	-4	-7	0	2	2	-1	-10	-6
63) CCOc1ccc(Cc2nc(N)nc(N)n2)cc1
 : 1.2	-2	-2	-3	1	2	-1	0	-8
64) CCN(c1ccccc1)S(=O)(=O)c1ccc(NC(=S)NC(=O)c2cccs2)cc1
 : 1.1	-5	-8	0	0	-9	2	1	-30
65) O=C(NCc1ccc2c(c1)OCO2)c1cccc(S(=O)(=O)N2CCOCC2)c1
 : 2.1	-2	-4	3	0	5	0	-2	-8
66) COCC(=O)N1CCC(Oc2ccc(C(=O)N(C)CCCC3CCCC3)cc2)CC1
 : 1.2	5	3	-3	-2	3	-1	0	6
67) Cc1ccc(-c2n[nH]c(=O)c3ccccc23)c(C)c1
 : 1.8	2	4	-3	-1	11	0	2	-1
68) Cc1nsc(Nc2ccccc2)c1C#N
 : 0.8	-5	-1	-1	35	2	-1	-3	3
69) CCCCn1c(N)c(N(CCOC)C(=O)CSc2nnc(-c3ccncc3)n2CCC)c(=O)[nH]c1=O
 : -2.6	3	12	0	0	-6	-7	2	0
70) CN(CC(=O)Nc1ccc(N2CCOCC2)cc1)C(=O)COc1ccccc1F
 : 1.1	-1	-2	-2	5	-6	-4	1	-7
71) Cc1ccc(CNC(=O)c2ccc(C#CC(C)(C)O)s2)cc1
 : 9.6*	-1	2	-1	6	-5	1	-1	-3
72) COC(=O)CN1C(=S)N(c2ccc(OC)cc2)C(=O)/C1=C/c1cccs1
 : -4.3	1	-4	4	0	-2	-3	-3	5

Compound profiles, from the list above.
Brc1ccc(-c2nnc3c4ccccc4nc(N4CCOCC4)n23)cc1 reads PP5 inh = -0.1; HCV core dimer = 1; proCasp3 act = -3; CTSL1 counter = -1; AHR activator = 18; proCasp7 act = 11; PP1 inh = -3; TPT1 inh = 2; PAFAH2 FP inh = -5
O=C(NCCCc1ccc(F)cc1)C1CCC(=O)N(CCN2CCOCC2)C1 (stereo unspecified) reads PP5 inh = -1.6; HCV core dimer = 11; proCasp3 act = 8; CTSL1 counter = -4; AHR activator = 0; proCasp7 act = 3; PP1 inh = -4; TPT1 inh = -1; PAFAH2 FP inh = 3
